MrgX1 PAM: human MrgX1 positive allosteric modulation, primary screen | 0.63% of 310,000 active | B-score at 10 µM | MrgX1-HEK293, Fluo-4 calcium flux, FDSS; active compounds read high;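 active = plate-corrected calcium response at least 3 library SD above typical, normal starting fluorescence, not activating the receptor alone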;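 also: compound read alongside a low EC10 to EC30 dose of BAM8-22 agonist; peak minus trough fluorescence over baseline measured at the second addition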
TRPC6 activator: mouse TRPC6 channel activation. HEK293-TRPC6 membrane potential dye fluorescence; active compounds read high. B-score at 10 µM. 0.13% of 310,000 active. AID 2550;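 active = B-score of the integrated fluorescence ratio above library mean plus 3 SD, and starting fluorescence ratio within library mean plus 5 SD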;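 also: higher score means more depolarization so channel activation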
Target sequence (Q61143 whole entry, looked up): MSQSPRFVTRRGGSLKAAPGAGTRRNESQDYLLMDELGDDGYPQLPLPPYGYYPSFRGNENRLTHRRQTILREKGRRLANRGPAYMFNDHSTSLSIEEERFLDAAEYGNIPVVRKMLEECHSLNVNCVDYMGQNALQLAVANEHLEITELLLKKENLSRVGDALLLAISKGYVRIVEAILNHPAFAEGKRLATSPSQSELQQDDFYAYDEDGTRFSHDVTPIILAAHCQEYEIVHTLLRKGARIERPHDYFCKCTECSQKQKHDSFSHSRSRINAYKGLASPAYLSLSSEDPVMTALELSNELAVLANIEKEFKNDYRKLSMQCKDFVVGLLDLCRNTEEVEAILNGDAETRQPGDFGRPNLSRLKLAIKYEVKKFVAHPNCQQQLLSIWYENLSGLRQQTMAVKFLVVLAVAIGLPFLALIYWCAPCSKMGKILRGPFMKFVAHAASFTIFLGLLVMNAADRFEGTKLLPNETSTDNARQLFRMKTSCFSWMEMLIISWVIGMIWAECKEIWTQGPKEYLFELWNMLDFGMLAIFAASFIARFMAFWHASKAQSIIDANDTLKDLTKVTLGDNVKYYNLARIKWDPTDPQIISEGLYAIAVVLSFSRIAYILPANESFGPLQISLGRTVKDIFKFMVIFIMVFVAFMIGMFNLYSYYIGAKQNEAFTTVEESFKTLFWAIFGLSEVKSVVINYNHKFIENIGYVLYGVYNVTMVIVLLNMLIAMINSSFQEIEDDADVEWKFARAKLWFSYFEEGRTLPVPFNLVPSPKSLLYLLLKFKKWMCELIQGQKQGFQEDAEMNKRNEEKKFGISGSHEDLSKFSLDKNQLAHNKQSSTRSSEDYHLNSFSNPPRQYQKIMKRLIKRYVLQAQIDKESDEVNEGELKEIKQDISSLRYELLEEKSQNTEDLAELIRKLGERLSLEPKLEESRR
RGS4 block: inhibitors of human RGS4; P49798; HEK293 M3R/RGS4 inducible, Fluo-4 calcium flux; active compounds read high; triggered by carbachol at its EC20; B-score at 10 µM; 0.45% of 310,000 active; AID 463165;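 active = B-score, a plate-corrected calcium signal, over three deviations above library mean, with baseline fluorescence within five deviations of library mean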;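 also: RGS4 expression induced by doxycycline in cells with stable M3 receptor; B-score is computed from the integrated fluorescence ratio over baseline after carbachol; higher B-score means a larger calcium signal and so more RGS4 inhibition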
Target sequence (P49798 whole entry, looked up): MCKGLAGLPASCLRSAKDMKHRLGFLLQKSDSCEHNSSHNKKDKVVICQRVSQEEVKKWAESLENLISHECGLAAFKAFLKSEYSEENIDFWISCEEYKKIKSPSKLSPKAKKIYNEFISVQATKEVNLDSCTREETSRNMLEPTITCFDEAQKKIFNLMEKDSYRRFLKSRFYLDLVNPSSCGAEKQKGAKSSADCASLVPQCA
MrgX1 agonist: agonists of human MrgX1 receptor | AID 588627 | B-score at 10 µM | MrgX1-HEK293 cells, Fluo-4 calcium fluorescence, agonist mode; active compounds read high | Q96LB2 | 0.44% of 310,000 active;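 active = calcium response B-score plate-corrected fluorescence ratio at least 3 library SD, with starting fluorescence B-score inside 5 SD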
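System – MrgX1-expressing HEK293 cells · Incubation – cells plated overnight, dye loaded 0.5 h 37 °C, 0.5 h room temperature · Technique – kinetic Fluo-4 NW fluorescence of intracellular calcium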
TRPC6 inhibitor: inhibitors of mouse TRPC6 channel | 1.1% of 310,000 active | B-score at 10 µM | HEK293-TRPC6, membrane potential dye, ACh-evoked depolarization; active compounds read low | Q61143;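 active = B-score under library mean minus 3 SD, initial fluorescence not abnormally high, positive integrated signal ratio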;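 also: B-score derived from integrated fluorescence ratio over the kinetic read; more negative B-score means stronger inhibition of depolarization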
TRPC4 agonist: opens the mouse TRPC4 cation channel; Q9QUQ5; HEK293 TRPC4beta/mu-opioid, Fluo4 calcium fluorescence; active compounds read high; B-score at 10 µM; 0.49% of 310,000 active; AID 2237;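 active = B-score above 5 SD of library B-scores, and initial fluorescence ratio not above library mean plus 5 SD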;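 also: positive B-score marks a calcium rise read as TRPC4 activation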
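system = HEK293 cells stably co-expressing mouse TRPC4beta and mu-opioid receptor | schedule = Fluo4 dye loading 45 min at room temperature, 110 s recording | measure = B-scored integrated calcium fluorescence ratio | signal = Fluo4 calcium-sensitive dye fluorescence, kinetic, 1 Hz baseline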
ANO1 block: blocks the mouse calcium-activated chloride channel TMEM16A. Q8BHY3. HEK293 TMEM16A/YFP iodide influx fluorescence, ionomycin. normalized B-score (activity score, 25-100; higher = stronger inhibition) at 10 µM. 1.2% of 310,000 active;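 active = ratio plate-corrected score three or more library SD toward inhibition, starting fluorescence score within five deviations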;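 also: score derived from kinetic fluorescence span divided by baseline fluorescence per well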
TMEM16A act: activators or potentiators of mouse TMEM16A chloride channel; Q8BHY3; HEK293 TMEM16A/YFP-H148Q/I152L, iodide quench fluorescence; active compounds read low; B-score at 10 µM; 0.3% of 340,000 active; AID 623877;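 active = fluorescence-ratio B-score plate-corrected deviation score at least 3 library SD below zero, with starting fluorescence score within 5 deviations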;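 also: channel opened by trigger with iodide after compound preincubation; score built on the fluorescence ratio of max minus min over baseline; more negative score means more quench and so TMEM16A activation or potentiation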
TRPC4 inh: inhibitors of mouse TRPC4 channel. HEK293 TRPC4beta/mu-opioid, DAMGO-evoked Fluo4 calcium flux; active compounds read low. 0.39% of 300,000 active. B-score at 10 µM. Q9QUQ5;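 active = B-score over 3 SD under the library average, no early fluorescence shift, positive overall ratio signal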
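Test system – stable TRPC4beta/mu-opioid receptor HEK293 cells · Probe or stimulus – DAMGO, a submaximal dose followed by a maximal one · Dosing – one concentration per compound · Signal – Fluo4 calcium fluorescence by kinetic imaging, 5 s 1 Hz baseline · Evaluation – per-well B score of integrated baseline-normalized Fluo4 ratio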
MrgX1 antag: blocks BAM8-22 activation of human MrgX1 receptor. B-score at 10 µM. 1.3% of 310,000 active. MRGX1-HEK293 calcium flux, Fluo-4, BAM8-22 antagonism; active compounds read low. Q96LB2. AID 588676;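 active = calcium-response B-score plate-corrected more than 3 library SD below zero, starting fluorescence within 5 deviations, no agonist response on first addition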;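 also: peak minus trough fluorescence over baseline after final BAM8-22 challenge near maximal dose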
TRPC4 potent: TRPC4 (mouse) allosteric potentiation. Q9QUQ5. HEK293 TRPC4beta/mu-opioid, DAMGO EC20, Fluo-4 Ca2+ flux; active compounds read high. B-score at 10 µM. 0.42% of 310,000 active;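 active = B-score of calcium response area above 5 SD of library B-scores, with initial fluorescence ratio within 5 SD of library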;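 also: B-score of integrated fluorescence ratio over time as area under calcium response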
The depositor's hits bear a star; i = inactive; . = no result given.

SMILES	MrgX1 PAM	TRPC6 activator	RGS4 block	MrgX1 agonist	TRPC6 inhibitor	TRPC4 agonist	ANO1 block	TMEM16A act	TRPC4 inh	MrgX1 antag	TRPC4 potent
CS(=O)(=O)N1CCC(C(=O)NCC2CCCO2)CC1 (stereo not given)	i	i	i	i	i	i	i	i	i	i	i
CCCCC1CCCOC(C(=O)NCCNCCO)(C(F)(F)F)C1 (stereo not given)	i	i	i	i	i	i	i	i	i	i	i
COC(=O)c1sc(SC)c(-c2ccon2)c1C	i	i	i	i	i	i	i	i	i	i	i
CCOc1ccc(Nc2ncnc(N)n2)cc1	i	i	i	i	i	i	i	i	i	i	i
O=C(Nc1ccccc1C(=O)OCc1nnc(-c2ccccc2)o1)c1ccco1	i	i	i	i	i	i	i	i	i	i	i
CCOc1cc(C#N)c(NC(=O)c2cccnc2)cc1OCC	i	i	i	i	i	i	i	i	i	i	i
Cc1ccc(C)n1-c1cc([N+](=O)[O-])ccc1-n1ccnc1	i	i	i	i	i	i	i	i	i	i	i
COc1ccc(OCC(=O)OCC(=O)Nc2ccc(S(=O)(=O)N3CCCCC3)cc2)cc1	i	i	i	i	i	i	i	i	i	i	i
Cc1cccn2c(=O)c3cc(C(=O)N4CCOCC4)n(C)c3nc12	i	i	i	i	i	i	i	i	i	i	i
O=C(C1CCN(S(=O)(=O)c2ccccc2)CC1)N1CCN(Cc2ccc3c(c2)OCO3)CC1	i	i	i	i	i	i	i	i	i	i	i
O=C(NC(=O)N1CCCCCC1)c1ccc(Cl)cc1	i	i	i	i	i	i	i	i	i	i	i
O=C(CSc1nncn1-c1ccccc1)Nc1cc(F)ccc1F	i	i	i	i	i	i	i	i	i	i	i
CN1CCN(S(=O)(=O)c2ccc(Oc3cccc(C(F)(F)F)c3)nc2)CC1	i	i	i	i	i	i	i	i	i	i	i
CCNS(=O)(=O)c1ccc(CCC(=O)Nc2ccc3c(c2)OCO3)cc1	i	i	i	i	i	i	i	i	i	i	i
CCOC(=O)[C@@H]1[C@H]2COc3cc(OC)ccc3[C@@H]2N2C(=O)N(c3cccc(Cl)c3)C(=O)[C@@]12C	i	i	i	i	i	i	i	i	i	i	i
CCOC(=O)Cn1c(=O)oc2cc(S(=O)(=O)Nc3cc(OCC)ccc3OCC)ccc21	i	.	.	i	.	.	i	i	.	i	.
C/C(=N\NC(=O)c1cc2c(s1)CCC(C)C2)c1ccncc1 (stereo not given)	i	i	i	i	i	i	i	i	i	i	i
CC(C)NC(=S)N/N=C1\CCCc2ccccc21	i	i	i	i	i	i	i	i	i	i	i
O=S(=O)(NCC1CCCO1)c1cccc2nsnc12 (stereo not given)	i	i	i	i	i	i	i	i	i	i	i
CC(NC(=O)c1ccccc1NC(=O)CN1CCc2ccccc2C1)c1ccccc1 (stereo not given)	i	i	i	i	i	i	i	i	i	i	15*
NC(=O)CCn1c(C(=O)c2cc(Cl)c(N)c(Cl)c2)c2ccccc2[n+]1[O-]	i	i	i	i	i	i	i	i	i	i	i
Cc1cc(OCC(=O)O/N=C(\N)c2ccccc2)ccc1Br	i	i	i	i	i	i	i	i	i	i	i
Cc1ccc(S(=O)(=O)N(CC(=O)O)Cc2ccccc2F)cc1	i	i	i	i	i	i	i	i	i	i	i
COc1ccccc1/C=C1\SC(=S)N(CCC(=O)NC2=NCCS2)C1=O	i	i	i	i	i	i	i	i	i	i	i
COc1cc(CC(=O)NCc2ccccn2)cc(OC)c1OC	i	i	i	i	i	i	i	i	i	i	i
Other structures follow:
SMILES	MrgX1 PAM	TRPC6 activator	RGS4 block	MrgX1 agonist	TRPC6 inhibitor	TRPC4 agonist	ANO1 block	TMEM16A act	TRPC4 inh	MrgX1 antag	TRPC4 potent
O=C(CNC1CCCCCC1)Nc1ccc(N2CCCC2)cc1	i	i	i	i	i	i	i	.	i	i	i
CNC(=O)c1ccc(Nc2nc(-c3ccccc3)nc3ccccc23)cc1	i	i	i	i	i	i	i	i	i	i	i
O=C(NC(=S)NNC(=O)c1ccco1)c1ccc(F)cc1	i	i	i	i	i	i	i	i	i	i	i
CC(C)(C)C(=O)CSc1ncccn1	i	i	i	i	i	i	i	i	i	i	i
O=C(CN1CCN(Cc2ccc(F)cc2)CC1)NCc1ccccc1	i	i	i	i	i	i	i	i	i	i	i
CCOC(=O)C1=C(N)OC2=C(C(=O)CCC2)C1c1ccccc1OC (stereo not given)	i	i	i	i	i	i	i	i	i	i	i
COc1ccc(CC(=O)N2CCC(n3nccc3NC(=O)C3CC3)CC2)cc1	i	i	i	i	i	i	i	i	i	i	i
COC(=O)C(CC(=O)c1ccccc1)CC(=O)c1ccccc1	i	i	i	i	i	i	i	i	i	i	i
Cc1nnc(C)c2c(C)n(C(c3ccccc3)c3ccccc3)c(C)c12	i	i	i	i	i	i	i	i	i	i	i
Cc1ccc(NC(=O)C2(N3CCC3=O)CCCCC2)cc1	i	i	i	i	i	i	i	i	i	i	i
CC(=O)OC(COc1ccccc1)Cn1cnc2ccccc21 (stereo not given)	i	i	i	i	i	i	i	i	i	i	i
Cc1cc(C)cc(NC(=S)NCCSc2ccc(Cl)cc2)c1	i	i	i	i	i	i	i	i	i	i	i
O=C(Cc1ccc(Cl)cc1)NC1CCCCCC1	i	i	i	i	i	i	i	i	i	i	i
COc1ccc(-c2nnc(CSc3nc4ccccc4c(=O)n3CC(C)C)o2)cc1OC	i	i	i	i	i	i	i	i	i	i	i
O=C(c1ccc(Br)cc1)c1cc([N+](=O)[O-])ccc1N1CCOCC1	i	i	i	i	i	i	i	i	i	i	i
O=C(O)CCn1c(-c2ccccc2)cc2c1CCCC2=O	i	i	i	i	i	i	i	i	i	i	i
CCC(=O)Nc1nonc1-c1nc2ccccc2n1Cc1cccc2ccccc12	i	i	i	i	i	i	i	i	i	i	i
O=C(c1cc(-c2ccco2)nc2ccccc12)N(Cc1nnc(-c2ccc(Cl)cc2)o1)C1CC1	i	i	i	i	i	i	i	i	i	i	i
CCOC(=O)c1c(C)nc2sc3c(=O)n(-c4ccc(C(C)=O)cc4)nnc3c2c1-c1ccc(OC)cc1	i	i	i	i	i	i	i	i	i	i	i
CCOC(=O)CSc1nnc(C)n1N	i	i	i	i	i	i	i	i	i	i	i
Cc1cc(C)c(C)c(C(=O)C2OC(=O)C(C)(C)C(=O)C2(C)C)c1C (stereo not given)	i	i	i	i	i	i	i	i	i	i	i
COc1ccccc1-n1c(-c2cc(-c3ccc(F)cc3)n[nH]2)n[nH]c1=S	i	i	i	i	i	i	i	i	i	i	i
CC(C)C(NC(=O)c1ccco1)C(=O)OCC(=O)Nc1ccc(C(N)=O)cc1 (stereo not given)	i	i	i	i	i	i	i	i	i	i	i
COc1ccc(NS(=O)(=O)c2cccc(C(=O)NCc3cccnc3)c2)cc1	i	i	i	i	i	i	i	i	i	i	i
Cc1ccc(N=CNc2ccc(C)cc2C)c(C)c1	i	i	i	i	i	i	i	i	i	i	i
Later entries:
SMILES	MrgX1 PAM	TRPC6 activator	RGS4 block	MrgX1 agonist	TRPC6 inhibitor	TRPC4 agonist	ANO1 block	TMEM16A act	TRPC4 inh	MrgX1 antag	TRPC4 potent
CC(OC(=O)CCCCCN=C1NS(=O)(=O)c2ccccc21)C(=O)Nc1cc(Cl)cc(Cl)c1 (stereo not given)	i	i	i	i	i	i	i	i	i	i	i
CCCCn1c(N)c(N(CC(C)C)C(=O)CSc2ccccc2C)c(=O)[nH]c1=O	i	i	i	i	i	i	i	i	i	i	i
CC(C)CN(CCNC(=O)CC1Oc2ccccc2NC1=O)CC(C)C (stereo not given)	i	i	i	i	i	i	i	i	i	i	i
O=C(NCCN1CCOCC1)c1ccc(/C=C2\Sc3ccccc3N(Cc3ccc(F)cc3)C2=O)cc1	i	i	i	i	i	i	i	i	i	i	i
COc1ccc(OCCc2nnc(N)s2)cc1	i	i	i	i	i	i	i	i	i	i	i
CCc1c(C)sc(NC(=O)OC)c1C(=O)N1CCCCC1	i	i	i	i	i	i	i	i	i	i	i
Cc1ccc(NC2c3ncccc3C(=O)N2C2CCCCC2)cc1C (stereo not given)	i	i	i	i	i	i	i	i	i	i	i
CCOC(=O)CN1C(=O)C(Sc2n[nH]c(-c3ccc(C)cc3)n2)CCc2ccccc21 (stereo not given)	i	i	i	i	i	i	i	i	i	i	i
CC(=O)NC(=S)Nc1ccccc1C(=O)NC1CCCCC1	i	i	i	i	i	i	i	i	i	-8.3*	i
O=C(NC1CCCc2ccccc21)C1CCN(C(=O)c2sccc2-n2cccc2)CC1 (stereo not given)	i	i	i	i	i	i	i	i	i	i	i
CCc1nc(C)cn1S(=O)(=O)c1cc(C)c(OC)cc1C	i	i	i	i	i	i	i	i	i	i	i
COC(=O)c1c(NC(=S)NN2CCN(C)CC2)sc2c1CCC(C)C2 (stereo not given)	i	i	i	i	i	i	i	i	i	i	i
NNC(=O)c1csc(Cc2c(Cl)sc3ccc(Cl)cc23)n1	i	i	i	i	i	i	i	i	i	i	i
COc1ccc(S(=O)(=O)NC(C)C(=O)NCc2ccccn2)cc1OC (stereo not given)	i	i	i	i	i	i	i	i	i	i	i
CCOC(=O)Cc1n[nH]c(=O)c2ccccc12	i	i	i	i	i	i	i	i	i	i	i
CCOC(=O)C1=C(CSc2nnnn2C)N(C)C(=O)NC1c1ccccc1 (stereo not given)	i	i	i	i	i	i	i	i	i	i	i
O=C(Nn1c(Cc2cccs2)nc2ccccc2c1=O)c1cccs1	i	i	i	i	i	i	i	i	i	i	i
O=C(CNc1ccccc1OC(F)F)N1CCc2ccccc21	i	i	i	i	i	i	i	i	i	i	i
CN1C(=S)SC(C)(C)C1(C)NO (stereo not given)	i	i	i	i	i	i	i	i	i	i	i
CC(C)(C)S(=O)(=O)/C(C#N)=N/Nc1ccc(Cl)cc1	i	i	i	i	i	i	i	i	i	i	i
Cc1oc(-c2cccs2)nc1CN1CC[C@@](O)(c2ccccc2)[C@H]2CCCC[C@@H]21	i	i	i	i	i	i	i	i	i	i	i
CCOC(=O)C1C(=O)NC(c2ccccc2)=NC1c1ccc(C(C)C)cc1 (stereo not given)	i	i	i	i	i	i	i	i	i	i	i
